PI5P4K alpha inh = PI5P4K alpha (human) kinase inhibition | P48426 | PI5P4Kalpha enzyme, ADP-Glo luminescence, 60 min; active compounds read low | max response, % | hit rate 1.2% among 330,000 | AID 652105; active = max response of -50% or lower; inconclusive = between -30% and -50%; inactive = -30% or higher; also: value at the top dose of about 77 µM; % is scaled to controls: 0 for no effect and ±100 for the full control effect
Target sequence (P48426 whole entry, looked up): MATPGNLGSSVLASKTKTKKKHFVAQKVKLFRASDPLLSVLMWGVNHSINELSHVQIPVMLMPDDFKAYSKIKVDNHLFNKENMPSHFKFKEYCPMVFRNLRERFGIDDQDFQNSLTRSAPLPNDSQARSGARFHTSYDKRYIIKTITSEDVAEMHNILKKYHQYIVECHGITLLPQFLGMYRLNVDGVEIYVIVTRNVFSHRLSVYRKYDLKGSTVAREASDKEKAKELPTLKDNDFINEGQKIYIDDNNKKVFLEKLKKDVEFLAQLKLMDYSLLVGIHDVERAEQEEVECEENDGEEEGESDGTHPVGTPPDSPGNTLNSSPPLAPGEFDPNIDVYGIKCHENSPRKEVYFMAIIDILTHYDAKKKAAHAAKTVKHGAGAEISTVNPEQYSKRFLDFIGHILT
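PI5P4Kalpha ADP-Glo assay; 5 microM ATP final; 60 min RT reaction; HEPES pH 7.4/EGTA/CHAPS, 5% DMSO; controls lacking substrate or enzyme; luminescent end-point.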
PLK1 PBD inh = blocks phosphopeptide binding to human PLK1 polo-box domain | Plk1 PBD binding of FITC phosphopeptide, fluorescence polarization | hit rate 2.8% among 360,000 | P53350 | Potency, µM, without a hit: max response, negative = inhibition, usual class: inhibitors; also: potency is read from the fitted curve at half-maximal effect; series mostly up to about 57 µM; % is scaled to controls: 0 for no effect and ±100 for the full control effect; nearly all actives have a fitted effect of over 65% in size
Target sequence (P53350 whole entry, looked up, the tested form may be a part): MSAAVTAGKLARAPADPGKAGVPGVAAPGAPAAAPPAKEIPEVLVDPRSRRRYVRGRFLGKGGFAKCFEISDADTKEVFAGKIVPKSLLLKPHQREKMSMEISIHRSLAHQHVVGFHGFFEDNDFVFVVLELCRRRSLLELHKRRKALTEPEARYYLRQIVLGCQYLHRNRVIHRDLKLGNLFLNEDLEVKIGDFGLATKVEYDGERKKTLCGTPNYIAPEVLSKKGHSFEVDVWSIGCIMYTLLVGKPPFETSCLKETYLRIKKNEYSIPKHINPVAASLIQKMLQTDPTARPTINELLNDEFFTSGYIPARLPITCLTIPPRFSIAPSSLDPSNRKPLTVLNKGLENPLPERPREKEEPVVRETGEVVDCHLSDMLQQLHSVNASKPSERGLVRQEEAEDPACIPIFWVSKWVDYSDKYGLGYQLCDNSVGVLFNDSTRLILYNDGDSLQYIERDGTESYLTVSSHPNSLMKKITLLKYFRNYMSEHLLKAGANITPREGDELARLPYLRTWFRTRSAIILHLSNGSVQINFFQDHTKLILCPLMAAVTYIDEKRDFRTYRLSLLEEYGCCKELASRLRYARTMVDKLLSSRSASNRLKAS
DRD3 antagonist = D3 dopamine receptor (human) antagonism; D3R cells, DiscoveRx beta-arrestin luminescence, antagonist mode; active compounds read low; P35462; hit rate 2.5% among 360,000; AID 652054; max response, negative = inhibition, %; in the data active = max response below about -50%; inconclusive = no clear call, values can overlap the other calls; also: % is scaled to controls: 0 for no effect and ±100 for the full control effect; mostly tested at two doses, the higher about 12 µM
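Cells plated overnight at 1500 cells/well, then exposed to library compounds with dopamine controls for 90 minutes at 37 degrees C. DiscoveRx reagent added for 30–60 minutes at room temperature; luminescence read, quantitative HTS format.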
GLP-1R inv ag = inverse agonists of human GLP-1 receptor; P43220; HEK293 GLP-1R CRE-luciferase, luminescence, 24 h; GLP-1R form is constitutively active; Potency, µM (highest dose often 38.3 µM), for inactives: top-dose activity change, negative = inhibition, actives largely listed as inhibitors; hit rate 1.6% among 410,000; AID 624417; also: potency is read from the fitted curve at half-maximal effect; % is scaled to controls: 0 for no effect and ±100 for the full control effect; nearly all actives have a fitted effect of over 55% in size
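GLP-1R inverse agonism mode: basal reporter luminescence in engineered HEK293 cells measured after one day of compound exposure at 37 deg C, with a 12 min room-temperature detection step.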
WRN inhibitor = WRN helicase (human) inhibition; Q14191; WRN helicase unwinding, fluorescent forked duplex, kinetic; Potency, µM (titrated, usually from 114 µM), without a hit: at the highest dose activity change, negative = inhibition, actives largely listed as inhibitors; hit rate 0.46% among 360,000; AID 651768; also: potency is read from the fitted curve at half-maximal effect; % is scaled to controls: 0 for no effect and ±100 for the full control effect; nearly all actives have a fitted effect of over 55% in size
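Fluorescence dequenching readout, ex 525 nm/em 598 nm, kinetic mode: forked duplex DNA (100 nM final) with adjacent fluorophore and quencher unwound by WRN (20 nM final) with 2 mM ATP. Compound preincubation 15 min, room temperature.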
IL-2 act = IL-2 activation | hit rate 0.065% among 360,000 | AID 652025 | IL-2 activation reporter assay, cell-based qHTS; stimulated with anti-CD3/CD4/CD28 beads; in transgenic mouse T cells | activation, % (series mostly up to about 46 µM); in the data active = activation above about 50%; inconclusive = mostly about 30% to 49%; also: 0% is about no effect
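Unstimulated transgenic mouse T cells; 60-min compound exposure; bead-based TCR/CD4/CD28 stimulation; 18 h culture, 37 degrees C; dual fluorescence (EGFP, DsRed) plate cytometry.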
GLP1R cytotox = cytotoxic in the GLP-1 receptor inverse agonist counter-screen; HEK293 cAMP-luciferase reporter cells, luminescence, 24 h; Potency, µM (highest dose often 38.3 µM), inactives show at the highest dose activity change, negative = inhibition, actives largely listed as inhibitors; AID 624418; hit rate 0.13% among 410,000;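 also: loss of luciferase light is scored as toxicity; potency is read from the fitted curve at half-maximal effect; % is scaled to controls: 0 for no effect and ±100 for the full control effect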
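MLSMR compounds, 24 hr on cells at 37 deg C/5% CO2; luminescence after luciferase reagent (12 min RT). Inhibition counted as the undesired cytotoxic outcome.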
DRD3 agonist = agonists of human D3 dopamine receptor | hit rate 0.58% among 410,000 | D3R DiscoveRx beta-arrestin cells, luminescence, 90 min | AID 652048 | max activation, %; in the data active = max activation above about 30%; also: 0% is about no effect; mostly tested at two doses, the higher about 12 µM
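Agonist-mode cell screen: cells plated at 1500/well and incubated overnight at 37 °C, then exposed to library compounds for 90 min at 37 °C. Detection reagent was added for 30–60 min at room temperature, and luminescence was read.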
GLP-1R agonist = activates the human GLP-1 receptor; AID 624172; HEK293 GLP-1R CRE-luciferase, luminescence, 4-6 h; cells express a hypersensitive GLP-1R form; Potency, µM (highest dose often 45.6 µM), without a hit: at the highest dose activation, hits mostly activators; hit rate 0.007% among 380,000; also: potency is read from the fitted curve at half-maximal effect; % of control where 0% means no effect
Active calls of the source: *; ? = inconclusive; / = no result given; & = joins results of further samples; [ ] = remark or other dose. Unless noted, calls follow the shape of the dose curve; as a rule, active = well fitted curve in the direction sought with a large enough effect; inconclusive = small, poorly fitted or top-dose-only effect, or another doubt; inactive = no such curve, though single readings can be large; an effect the other way counts as inactive or inconclusive. Rows were taken by chance; 7.8% or so of the library scored in one or more.

SMILES | PI5P4K alpha inh | PLK1 PBD inh | DRD3 antagonist | GLP-1R inv ag | WRN inhibitor | IL-2 act | GLP1R cytotox | DRD3 agonist | GLP-1R agonist
Fc1ccc(Nc2nc(-c3ccncc3)nc3ccccc23)cc1F | 0.3 | / | -4.2 | ? | -7.3% | -3.3 | -11.8% | -3.7 | 12.6%
COc1ccc2[nH]c(=O)c(CNc3cccc(C)c3)cc2c1 | -5.0 | -2.9% | 0.0 | 0.0% | -22.8% | -4.3 | -3.4% | 0.5 | 9.5%
Cc1ccc(NC(=O)CCc2nc(-c3cccs3)no2)c(Br)c1 | 0.7 | -9.7% | 2.4 | 15.0% | -11.1% | -1.2 | -0.2% | 2.8 | -1.7%
Cc1ccc(-c2nn(-c3ccccc3)c3c2cnc2ccccc23)cc1C | / | / | / | 10.0% | / | / | 7.4% | 4.5 | 0.6%
COc1ccc(S(=O)(=O)N2CCN(Cc3ccc(Cl)cc3)CC2)cc1 | / | -0.6% | -16.3 | ? | -7.0% | -1.6 | 0.9% | -17.9 | -0.7%
NS(=O)(=O)c1cc(C(=O)OCC(=O)Nc2ccc(Cl)cc2[N+](=O)[O-])ccc1Cl | -3.4 | -2.5% | -7.0 | 10.1% | -2.8% | -6.0 | 11.7% | -9.3 | 14.4%
Cc1cc(NC(=O)/C=C\C(=O)O)c([N+](=O)[O-])cc1C | -6.7 | 3.2% | 11.3 | 0.4% | 0.8% | -3.2 | 5.8% | -8.2 | -3.5%
COc1cc(-c2c(NC(=O)c3ccco3)oc3c(C)cccc3c2=O)cc(OC)c1OC | 0.9 | -15.5% | -5.0 | 47.5%[activator] | -11.0% | -0.8 | 1.7% | -8.6 | -4.3%
O=c1oc(Nc2ccc(F)cc2)nc2ccccc12 | 3.0 | -8.1% | -8.6 | ? | 10.8% | -0.2 | 4.4% | -12.5 | -15.4%
CCCn1c(C(=O)OC)cc2c1ccn2-c1ccc(F)cc1 | / | 0.2% | 38.3 | -7.1% | 0.9% | -0.2 | -15.3% | 4.3 | 3.4%
COC(=O)c1ccc2nc(-c3ccc(F)cc3)c(Cc3ccccc3OC)n2c1 | -2.2 | 11.3% | 83.9 | ? | 1.2% | 0.0 | 0.6% | 7.2 | 9.7%
Cc1c(NC(=S)NC(=O)c2cccc(Br)c2)c(=O)n(-c2ccccc2)n1C | -1.8 | -21.4% | -11.8 | 3.7% | 11.1% | -2.8 | -2.7% | 6.5 | -0.9%
COc1cccc(C2c3[nH]c4ccccc4c3C[C@H]3C(=O)N(c4ccccc4C(=O)N4CCC(C(=O)O)CC4)C(=O)N23)c1 (stereo partly drawn) | -0.5 | ? | -29.0 | -0.4% | -0.5% | 0.8 | -8.9% | 20.5 | 11.8%
O=C(c1ccc(N2CCCC2=O)cc1)N1CCN(c2ccccc2)CC1 | 2.1 | -0.9% | 0.0 | 13.6% | -4.4% | 0.4 | 1.5% | 0.7 | 8.2%
O=C1CC(c2ccccc2)CC(=O)N1c1ccc(C(F)(F)F)cc1 | -3.1 | -10.0% | 19.3 | -0.8% | 6.3% | -1.7 | 15.2% | 4.0 | -4.1%
Cc1ccc2c(c1)c(-c1csc(N)n1)c(C)n2C | -9.7 | -5.5% | -25.3 | ? | 5.7% | -0.9 | 1.0% | -10.8 | 6.3%
O=C(O)COc1ccccc1/C=N/NC(=O)CNC(=O)c1ccco1 | -15.4 | -8.9% | -5.7 | 10.8% | -3.0% | 1.6 | 4.2% | -2.7 | -0.5%
COC1=C/C(=C/c2c(N)n3cc(C)sc3nc2=O)C=CC1=O | -81.0* | 67.2%[activator] | -2.7 | 12.6% | -12.0% | 0.5 | -4.7% | 1.8 | -11.5%
O=C(Nc1nc(-c2cccc([N+](=O)[O-])c2)cs1)C(c1ccccc1)c1ccccc1 | 7.7 | -14.2% | -52.8* | 1.58µM* | -17.5% | 1.1 | 49.7%[activator] | -2.5 | -19.7%
COc1ccccc1NC(=O)C1=C(C)Nc2ncnn2C1c1sccc1C (stereo not drawn) | / | / | / | 56.2%[activator] | / | / | 3.2% | 4.1 | 9.7%
O=C(COC(=O)c1cncc(Br)c1)NCCC1=CCCCC1 | 0.3 | -1.0% | -5.7 | 0.4% | -1.2% | -1.8 | -2.3% | 0.7 | 0.3%
CCCCn1c(N)c(N(CC(C)C)C(=O)c2cccc(S(=O)(=O)N3CC(C)OC(C)C3)c2)c(=O)[nH]c1=O (stereo not drawn) | -0.8 | -2.1% | 7.5 | 20.7% | -1.6% | 0.4 | 5.2% | 1.4 | 7.6%
CCOc1cccc(C(=O)NC(=S)Nc2ccc3c(c2)OCCO3)c1 | -4.6 | -14.5% | -6.7 | -9.3% | 2.4% | 1.1 | -6.8% | -7.9 | 1.9%
Cc1nn(-c2ccccc2)c(=S)c2ccccc12 | 3.4 | 0.5% | 5.0 | 2.4% | 1.3% | -0.2 | 7.1% | 6.3 | 9.2%
Cc1ccc(-c2nc3ccc(C)cn3c2Cc2ccsc2)cc1 | 3.3 | 4.4% | 54.0 | ? | -12.9% | -0.8 | 3.2% | 10.7 | 9.7%
O=C(CN1Cc2ccccc2C1=O)Nc1ccc2c(c1)OCCO2 | -2.6 | 4.5% | 3.6 | -18.4% | -2.0% | 1.1 | -12.3% | 2.2 | -1.0%
CCc1nnc(NC(=O)c2ccc(N(C)S(=O)(=O)c3ccccc3)cc2)s1 | / | -8.8% | -29.2 | 0.0% | -1.8% | -2.3 | -1.8% | -17.2 | -5.0%
Cc1cc(C([O-])=C(C(=S)Nc2ccccc2)[n+]2ccccc2)c(C)n1-c1ccccc1 | -5.7 | ? | -2.5 | 0.1% | 0.1% | -0.2 | ? | -8.3 | 7.7%
CCCn1c(CCC(=O)Nc2ccccc2Cc2ccccc2)nc2cc(S(=O)(=O)N3CCOCC3)ccc21 | -6.8 | 1.8% | ? | ? | 27.4% | -0.5 | -9.2% | -8.2 | -2.8%
COc1cccc(NC(=O)CN(C)CC(=O)Nc2ccccc2-c2ccccc2)c1 | -7.5 | -12.0% | 7.0 | ? | -3.0% | -3.0 | -12.9% | -11.3 | -3.1%
Cc1cccc(C)c1NC(=O)NCCCN1CCN(c2ccccc2)CC1 | -2.9 | 1.4% | ? | -23.7%&-3.9% | 2.8% | -3.6 | 2.1%&-11.4% | 38.1* | -4.2%
CC(=O)N(CN1C(=O)c2ccccc2C1=O)c1cccc(C)c1 | 2.3 | 3.6% | 17.9 | 11.2% | 5.4% | 0.5 | -8.7% | 1.5 | 1.3%
CCOC(=O)Cc1nnc(Nc2ccc(C)cc2)c2ccccc12 | -8.4 | -8.1% | -7.2 | ? | -3.8% | -0.1 | 0.1% | -7.2 | 10.4%
O=C(COC(=O)c1ccc([N+](=O)[O-])s1)NC(c1ccccc1)c1ccccc1 | 0.0 | -3.2% | 15.9 | 43.8%[activator] | -4.1% | 4.1 | -3.5% | -4.9 | 6.5%
CC#CCN1C(=O)N[C@@H](c2ccccc2)C(C(=O)OC)=C1C | -4.7 | 21.2µM* | 1.9 | -0.3% | 0.0% | 0.1 | 8.9% | 20.1 | 16.8%
Cc1ccc(NS(=O)(=O)c2cc(C(=O)N3CCOCC3)ccc2C)cc1 | / | -0.3% | 11.3 | -20.3% | 0.2% | 1.3 | -0.9% | 6.2 | 0.8%
CCOC(=O)C(=O)NC(C)CCc1ccccc1 (stereo not drawn) | 1.0 | -3.6% | 6.0 | 12.2% | -7.2% | -0.3 | -12.5% | 25.6 | 1.1%
COC(=O)Nc1sc2c(c1C(=O)NCc1ccco1)CCCC2 | / | -12.9% | 15.1 | 6.6% | 1.1% | -0.6 | 2.1% | 17.2 | 5.7%
Cc1cccc(C)c1NC(=O)C(c1ccccc1)N1CCN(C(=O)c2ccco2)CC1 (stereo not drawn) | 0.5 | -7.4% | 8.0 | -7.0% | -3.3% | -2.8 | 0.7% | -2.3 | 3.8%
Cc1ccc(C(=O)C(OC(=O)c2c(C)cc(=O)oc2C)c2ccccc2)cc1 (stereo not drawn) | 8.4 | -10.5% | -20.9 | ? | -3.8% | -1.9 | 0.2% | -0.9 | 21.2%
NC(Cc1ccc(C(F)(F)F)cc1)c1csc(NC(=O)Nc2ccccc2Cl)n1 (stereo not drawn) | ? | 6.8% | 9.3 | -18.3% | -10.2% | -0.9 | 5.6% | 5.6 | -7.2%
CCOC(=O)C(C)Sc1ncc(-c2ccc(Cl)cc2)cn1 (stereo not drawn) | / | -7.7% | -7.9 | -3.1% | -5.0% | -1.7 | 4.8% | -57.6 | 19.4%
O=C(Nc1c(F)cc(F)cc1Br)c1cc(-c2ccccc2)on1 | -3.2 | 1.6% | -1.2 | -1.6% | 6.7% | 0.4 | 22.7% | 0.5 | 3.5%
CCCC(=O)Nc1c(C)nn(C(=O)CCC)c1C | -1.9 | -1.5% | -6.6 | 10.0% | 0.6% | 0.8 | -2.1% | 1.1 | -10.5%
CCOc1ccc(C2/C(=C(\O)c3cccc(OC)c3)C(=O)C(=O)N2c2ccccn2)cc1OC (stereo not drawn) | -4.8 | -6.1% | -4.9 | 20.5% | 6.6% | -0.9 | -2.7% | -1.2 | -0.4%
CCCCN(CCCC)CP(=O)(c1ccccc1)c1ccccc1 | 1.5 | -4.3% | 17.0 | ? | 5.7% | 0.1 | -20.6% | -0.6 | -1.6%
Cc1ccc(NCC(=O)c2ccc([N+](=O)[O-])cc2)cc1 | -16.4 | -12.4% | 4.7 | -2.1%[7.66 µM] | -4.1% | -0.2 | -14.6%[7.66 µM] | 5.2 | 2.1%
O=C(NC(C(=O)c1ccccc1)n1cnccc1=O)c1ccccc1 (stereo not drawn) | 0.7 | -30.0% | 25.8 | 3.0% | -18.7% | -3.3 | 2.8% | 5.3 | -0.5%
